# Screens from PubChem BioAssay.
# WT yeast gro inh: growth inhibition of WT yeast, mitochondrial fusion screen; mitochondrial fusion phenotypic screen, WT strain; AID 1362; inhibition, % at 10 µM; 2.1% of 190,000 active; in the data active = inhibition above about 58%; tested in S. cerevisiae
# West Nile virus CPE: West Nile virus antiviral activity, cell-based, CPE readout (AID 1621). 0.02% of 290,000 active. West Nile virus-infected cells, CPE inhibition; higher % means a stronger effect. CPE inhibition, % at 10 µM; hits with a dose series show IC50 in µM; in the data active = a potency from the dose series; inconclusive = CPE inhibition mostly from about 3.7% at the one dose, without a potency; inactive = the rest, 99 in 100 with CPE inhibition below about 2.2%; also: strong numbers were not always called active
# T cell HTS: T cell immune modulation candidate. 2C CD8+ T cell-vesicle binding, flow cytometry; active compounds read low. calls only at 7 µM. 0.068% of 330,000 active;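 active = response, share of CD8 T cells binding vesicles, and their 90th percentile fluorescence all below set limits, cut at about 80% in these data, passing the limit was not always enough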
#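 Incubation: binding step 1.5 h, 37 °C, antibody labelling 20 min, ice; system: murine 2C transgenic CD8+ T lymphocytes; technique: cytometric PE anti-B7-1 and Alexa647 anti-CD8 signals after 1% paraformaldehyde fixation; also added: QL9-charged Drosophila Ld/ICAM-1/B7-1 vesicles; control set: naked versus QL9-loaded vesicles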
# bCat nuc transl: alters nuclear translocation of beta-catenin in HeLa cells | immunofluorescence imaging | nuclear translocation activity, % at 5 µM | 0.3% of 190,000 active | AID 1665;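 active = nuclear translocation activity above 50% at 5 µM, with a well cell count of 50 or more; inconclusive = wells under 50 cells across six images, flagged as toxic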;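 also: per-cell ratio of nuclear to cytoplasmic median beta-catenin stain intensity; plate controls were DMSO negative control for no effect and GSK-3 inhibitor IX positive control for full effect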
#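 System: Human HeLa cells, endogenous beta-catenin | Compound dosing: 5 µM primary, 0.02–20 µM confirmation | Timing: 24 h compound exposure at 37°C, 5% CO2 | Measured by: Fluorescence imaging of beta-catenin antibody stain plus DAPI | Read-out basis: % activation of per-cell nuclear versus cytoplasmic median beta-catenin signal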
# PhoP inhibition: inhibitors of PhoP regulon expression, primary screen, Salmonella Typhimurium, GFP reporter (AID 1863) | S. Typhimurium PhoP-regulated promoter GFP reporter, 4 h; higher % means a stronger effect | one-dose inhibition, % at 50 µM; IC50 in µM for titrated hits | 0.16% of 300,000 active;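 active = inhibition over 29.93%, a cutoff 3 SD above the screen mean, later confirmed by dose response; inconclusive = inhibition over 29.93% but no dose response follow-up; inactive = inhibition at most 29.93% or unconfirmed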;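 also: 0% = low Mg2+ inducing control and 100% = high Mg2+ repressing control; strong numbers were not always called active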
# Myeloid diff MLP: promotes myeloid progenitor differentiation; ER-HoxA9 myeloid progenitors, lysozyme-GFP differentiation, flow cytometry; calls only at 10 µM; 1% of 360,000 active; AID 624256;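 active = normalized GFP-positive differentiation at or above the plate's own cutoff, the solvent-only control mean plus 3 SD; inconclusive = no clear call, values can overlap the other calls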;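 also: cells exposed to compound for four days before flow analysis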
# Large T inhibition: SV40 large T antigen inhibitors, biochemical (AID 1903). SV40 large T antigen ATPase/helicase inhibition assay; higher % means a stronger effect. inhibition, % at 20 µM, or IC50 in µM where a hit was titrated. 0.39% of 310,000 active; in the data active = a potency from the dose series; inconclusive = inhibition mostly from about 32% at the one dose, without a potency; inactive = the rest, 99 in 100 with inhibition below about 32%; also: strong numbers were not always called active
# Rac1 GTP hydrolysis: MgcRacGAP GTPase-activating activity inhibitors, confirmation, biochemical, ADP Hunter fluorescence; one-dose inhibition, % at 30 µM; IC50 in µM for titrated hits; 0.6% of 340,000 active; AID 624330; MgcRacGAP-stimulated Rac1 GTP hydrolysis, ADP Hunter fluorescence; higher % means a stronger effect; GST-tagged Rac1 F28L mutant substrate;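 active = first-screen hits whose inhibition reached a set limit at any dose in the follow-up dose series; inconclusive = inhibition above the set first-screen limit but never retested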;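 also: fluorescence reports GDP produced by GAP-driven GTP hydrolysis; strong numbers were not always called active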
# RSV CPE inhibition: RSV antiviral activity via CPE protection, HEp-2 cells, primary 10 µM value included (AID 2391) | HEp-2 cells, RSV-induced CPE inhibition; higher % means a stronger effect | CPE inhibition, % at 10 µM, or IC50 in µM where a hit was titrated | 0.13% of 310,000 active; in the data active = a potency from the dose series; inconclusive = CPE inhibition mostly from about 23% at the one dose, without a potency; inactive = the rest, 99 in 100 with CPE inhibition below about 21%; also: strong numbers were not always called active
# WT yeast gro inh mutant strain: also measured in WT yeast gro inh; calls as there; inhibition, %; mitochondrial fusion phenotypic screen, mutant strain inhibition
# bCat nuc transl cell count 5 µM: recorded beside bCat nuc transl, whose call it bears; cell count; measured here: cell count, cytotoxicity flag
# T cell HTS vesicle-bound %: further read-out of T cell HTS, marked with its call; double positive events, %; measured here: CD8+ vesicle-bound cell fraction;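 binding gate set so that unloaded-vesicle control wells show 10% double positive cells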
# Myeloid diff MLP GFP+ MAC1+ %: further read-out of Myeloid diff MLP, marked with its call; GFP+ MAC1+ double positive, %; measured here: differentiation confirmed by MAC1 staining
# Numbers without * were called inactive; i = inactive; ? = inconclusive; / = not tested or not shown; & = joins results of further samples.
SMILES,WT yeast gro inh,WT yeast gro inh mutant strain,West Nile virus CPE,T cell HTS,T cell HTS vesicle-bound %,bCat nuc transl,bCat nuc transl cell count 5 µM,PhoP inhibition,Myeloid diff MLP,Myeloid diff MLP GFP+ MAC1+ %,Large T inhibition,Rac1 GTP hydrolysis,RSV CPE inhibition
Cn1cccc1-c1nc2ccc(NC(=O)c3ccc([N+](=O)[O-])cc3)cc2[nH]1,-7,-15,-1.1%,i,40,/,/,?,i,0.1,-3%,7%,0.3%
COc1ccc(CC(=O)OCC(=O)N(C)C2CCS(=O)(=O)C2)cc1OC (stereo unspecified),/,/,/,i,51,/,/,1%,i,0.4,10%,6%,3.2%
COc1ccc(NC(=O)Cn2c3ccc(OC)cc3c3nc4n(c(=O)c32)CCS4)cc1,/,/,-0.2%,i,11,/,/,-3%,i,1.1,4%,6%,0.1%
Cc1nn(-c2ccccc2)c(C)c1NC(=O)COC(=O)/C=C/c1ccccc1,/,/,/,i,25,/,/,-4%,i,1.0,19%,-3%,-0.9%
Cc1cc(/C=C2/NC(=O)NC2=O)c(C)n1-c1sc2c(c1C#N)CCCC2,-5,-12,0.0%,i,48,-0.2,1070,-11%,i,1.0,17%,8%,8.6%
CCC(C(=O)Nc1ccncc1)c1ccccc1 (stereo unspecified),-13,-1,-1.3%,i,31,2.1,499,0%,i,0.3,8%,6%,3.0%
COC(=O)c1[nH]c2ccc(Cl)cc2c1NC(=O)CCN1CCN(C2CCCCC2)CC1,-1,11,0.8%,i,53,-1.1,1140,-2%,i,0.4,16%,7%,0.0%
CC(C)CN(C(=O)CSc1nnnn1C)C1CCS(=O)(=O)C1 (stereo unspecified),-10,12,0.4%,i,30,0.3,1042,-4%,i,0.6,20%,4%,0.2%
COc1ccc(OC)c(C(O)CNC(=O)CN)c1 (stereo unspecified),/,/,/,i,46,/,/,-4%,i,1.1,15%,3%,0.3%
Cc1ccc(NC2CCCN(C(=O)c3ccccn3)C2)cc1C (stereo unspecified),/,/,-0.1%,i,25,/,/,6%,i,0.0,11%,16%,/
Cc1ccccc1OCC(=O)N1CCCc2ccccc21,-8,4,-0.8%,i,27,1.6,969,-7%,i,0.4,5%,9%,6.5%
Cn1c(SCC(=O)Nc2ccc(F)cc2)nc2c([nH]c3ccccc32)c1=O,3,8,-0.6%,i,41,2.2,1034,2%,i,1.8,10%,-1%,-1.1%
Cc1ccc(C)c(-c2nnc(NC(=O)CCS(=O)(=O)c3ccccc3)o2)c1,/,/,/,i,60,/,/,1%,i,0.2,21%,5%,-0.9%
O=C(CC(c1ccccc1)c1cc(Cl)ccc1O)N1CCCC1 (stereo unspecified),/,/,-0.1%,i,40,0.2,1259,-9%,i,0.5,9%,11%,-0.1%
O=C(CN1C(=O)COc2ccccc21)NCCC1=CCCCC1,-7,-14,-0.7%,i,62,1.6,863,-11%,i,8.2,2%,3%,-0.1%
CCC1Oc2ccc(C)cc2N(CC(=O)NCCCN2CCCCC2C)C1=O (stereo unspecified),/,/,-0.5%,i,7,/,/,2%,i,0.0,-5%,11%,0.1%
CCC(c1nnnn1Cc1ccccc1)N(Cc1cc2cc(OC)ccc2[nH]c1=O)CC1CCCO1 (stereo unspecified),-7,-6,0.0%,i,6,-1.3,1027,7%,i,0.6,22%,11%,2.7%
CCc1ccc(NC(=O)CNC(=O)[C@@H]2Cc3ccccc3CN2C(=O)OC(C)(C)C)cc1,/,/,-0.1%,i,25,/,/,-5%,i,0.7,9%,11%,-0.4%
COC(=O)c1nc2n(n1)C(c1ccc([N+](=O)[O-])cc1)C(C(=O)Nc1ccc(Cl)cc1)=C(C)N2 (stereo unspecified),-4,1,-0.2%,i,43,0.8,1000,3%,i,0.3,-10%,9%,1.8%
Cc1ccc2nc(Cc3ccc(N)cc3)oc2c1,-18,-13,0.1%,i,44,/,/,5%,i,1.3,17%,4%,1.6%
CC1(C)CC(=O)C(Sc2ccccc2C(=O)O)=C(O)C1,-12,-1,-0.3%,i,7,3.3,426,-8%,i,0.3,5%,5%,0.8%
COc1ccc(OCC(O)CNC(=O)Nc2cc(F)ccc2C)cc1 (stereo unspecified),/,/,-0.2%,i,17,-0.2,1339,-8%,i,0.6,1%,5%,-0.1%
COc1cc(C)c(/C=C(\C#N)C(=O)Nc2ccc(C)cc2)cc1C(C)C,2,1,-0.1%,i,50,-1.9,1094,9%,i,0.3,5%,-7%,0.7%
CCOP(=O)(OCC)C(NC(=O)Nc1ccc(Cl)c(Cl)c1)C(N)=O (stereo unspecified),-2,4,-0.3%,i,51,-0.4,945,-1%,i,1.8,13%,9%,1.1%
CCC1S/C(=N/C(=O)NC2CCCCC2)NC1=O (stereo unspecified),-8,11,-0.1%,i,22,-1.8,534,1%,i,0.9,11%,1%,1.0%
COc1ccc(NC(=O)CC2Nc3ccccc3NC2=O)c([N+](=O)[O-])c1 (stereo unspecified),-5,12,0.5%,i,44,-3.8,1192,-3%,i,0.3,4%,8%,2.7%
Cc1cc(=O)[nH]c(SCc2ccc(Cl)cc2)n1,/,/,/,i,16,/,/,/,i,1.0,8%,13%,1.7%
CCN(CC)S(=O)(=O)c1ccc(OC(C)C)c(NC(=O)C2=COCCO2)c1,/,/,/,i,37,/,/,-9%,i,1.3,15%,4%,1.8%
COC(=O)c1ccc(NC(=O)N2CCC(O)(c3cccnc3)CC2)cc1,-5,14,/,i,32,-0.6,1483,6%,i,0.6,5%,12%,0.7%
CS(=O)(=O)c1cccc(-c2nnc(NC(=O)CCS(=O)(=O)c3ccccc3)o2)c1,/,/,/,i,31,/,/,-5%,i,1.0,7%,3%,-1.1%
CC1CCCC(C)N1CCCNC(=O)CN1C(=O)c2cccnc2Oc2ccc(Cl)cc21 (stereo unspecified),/,/,-0.2%,i,43,/,/,/,i,2.2,/,6%,-1.1%
CCOC(=O)N1CCN(C(=O)c2ccc(CN(c3ccccc3)S(C)(=O)=O)cc2)CC1,10,-1,0.2%,i,24,-2.6,1170,4%,i,1.2,2%,7%,1.2%
CCCOc1ccccc1OCC(=O)N1CCN(S(=O)(=O)c2ccc(Cl)cc2)CC1,/,/,/,i,39,/,/,/,i,1.9,/,6%,0.4%
Cc1ccc(-n2ncc(Cl)c2C(=O)NC2CC2)cc1,15,9,-1.0%,i,24,-0.5,1118,4%,i,0.5,8%,8%,0.7%
CCN1CCCC1CNc1ccc(S(C)(=O)=O)cc1[N+](=O)[O-] (stereo unspecified),/,/,-0.5%,i,31,/,/,4%,i,4.8,7%,2%,0.6%
Cc1c(NC(=O)C(=O)/C=C(\O)c2ccc(Cl)cc2)c(=O)n(-c2ccccc2)n1C,15,1,0.3%,i,28,/,/,-9%,i,0.5,0%,7%,2.6%
CCc1ccccc1NC(=O)Cc1ccc(-n2cccc2)cc1,4,-3,-1.3%,i,46,-1.6,559,-11%,i,0.7,14%,6%,0.2%
O=C(NCc1ccccn1)C1CCC(=O)N(Cc2ccc(Cl)cc2)C1 (stereo unspecified),/,/,0.1%,i,14,/,/,9%,i,1.5,/,-12%,-2.4%
Cc1ccc(C(=O)Nc2cc(C)c(OCC(=O)N3CCOCC3)c(C)c2)cc1,/,/,-0.8%,i,26,-1.7,1210,4%,i,1.2,-1%,-1%,1.1%
Cc1ccc2oc(=O)n(CC(=O)OC(C)C)c2c1,-13,-1,0.8%,i,61,-6.8,621,-1%,i,1.6,0%,4%,0.2%
Cc1cc(C)n(CC(=O)N2N=C(C(F)F)CC2(O)C(F)F)n1 (stereo unspecified),-6,5,1.2%,i,46,-1.1,1001,-4%,i,1.1,0%,6%,0.7%
COc1cccc2[nH]c3c(=O)n(CCN(C)C)cnc3c12,/,/,0.0%,i,54,1.6,907,/,i,0.8,/,15%,0.2%
COc1ccc(CN(C)C(=O)c2cccc(S(=O)(=O)N3CCN(c4ccccc4)CC3)c2)c(OC)c1OC,/,/,/,i,49,/,/,-5%,i,1.1,12%,2%,8.3%
CC1CN(C(=O)COC(=O)Cc2ccc(Cl)cc2)CC(C)O1 (stereo unspecified),/,/,/,i,52,/,/,/,i,0.5,/,2%,-0.1%
N#C/C(=C\c1cccnc1)C(=O)Nc1ccc(SC(F)F)cc1,/,/,-0.7%,i,26,/,/,3%,i,0.4,8%,19%,3.9%
COC(=O)C(NNc1ccccc1)(NC(=O)c1cccc(F)c1)C(F)(F)F (stereo unspecified),15,12,-0.5%,i,30,-1.5,1109,19%,i,1.4,1%,8%,7.0%
Cc1ccc(NC(=O)CSc2nc(-c3ccco3)nc3cc(=O)[nH]n23)c(Cl)c1,/,/,0.6%,i,27,/,/,-1%,i,1.7,18%,3%,/
CCCN1CCN(C(=O)CCCn2c(C)c3cnn(-c4ccccc4)c(=O)c3c2C)CC1,7,-2,0.1%,i,39,/,/,4%,i,0.7,2%&2%,5%,0.1%
O=C(Cn1nnc(-c2ccc(CN3CCOCC3)cc2)n1)Nc1nc(-c2ccccc2)cs1,21,4,-0.2%,i,49,-5.0,997,-3%,i,1.3,2%,5%,12%
CCc1ncc(C(=O)c2ccc(OC)cc2)n1C,1,9,0.3%,i,6,1.7,1158,2%,i,8.7,14%,0%,0.8%
COc1ccc(Br)cc1CN1CCCCCC1,/,/,-1.8%,i,42,/,/,-6%,i,0.1,7%,26%,-2.5%
Cc1cc(C)nc(SCC(=O)N/N=C/c2cccs2)n1,-2,8,0.0%,i,9,-2.2,1045,0%,i,0.6,22%,5%,2.8%
